Screening data deposited in PubChem BioAssay by National Center for Advancing Translational Sciences (NCATS).
HCMV antiviral – blocks human cytomegalovirus replication. 410,000 compounds, 4.5% hits. HFF cells, HCMV-luciferase reporter, 72 h; active compounds read low. activity change, negative = inhibition, % at 57.5 µM; in the data active means activity change below about -60%; inconclusive means no clear call, values can overlap the other calls; inactive means above about -39%
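Cell-based, HFFs, 1000 cells/well, 16 h 37C; cpds in DMSO + HCMV-luc, MOI 1 PFU/cell; 72 h 37C; OneGlo luminescence after 5 min RT; norm. to buffer vs Salinomycin 10uM.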
AmpC no deterg – inhibitors of E. coli AmpC beta-lactamase without detergent; P00811; AmpC nitrocefin hydrolysis, absorbance 480 nm, 0.0001% Triton; Potency, µM (top dose mostly 57.1 µM), for inactives: at the top dose activity change, negative = inhibition, usual class: inhibitors; 330,000 compounds, 0.52% hits;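 further: potency means the concentration at half of the fitted maximal effect; plate controls were no compound for no effect and no enzyme for full effect; nearly all actives have a fitted effect of over 20% in size; some results filed as inactive show a strong effect at the top dose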
Target sequence (P00811 whole entry, looked up): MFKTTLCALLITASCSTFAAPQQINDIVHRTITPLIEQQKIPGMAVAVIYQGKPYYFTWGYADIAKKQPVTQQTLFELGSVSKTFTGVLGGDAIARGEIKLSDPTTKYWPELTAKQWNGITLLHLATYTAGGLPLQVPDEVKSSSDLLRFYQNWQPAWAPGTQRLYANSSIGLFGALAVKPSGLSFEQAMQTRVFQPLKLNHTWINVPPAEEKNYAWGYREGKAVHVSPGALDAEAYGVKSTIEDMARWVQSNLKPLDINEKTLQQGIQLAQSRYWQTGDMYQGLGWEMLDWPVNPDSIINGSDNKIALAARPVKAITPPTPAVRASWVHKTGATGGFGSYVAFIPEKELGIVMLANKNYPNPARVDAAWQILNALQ
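20 mM phosphate pH 7.0 + 0.01% (detergent screen) or 0.0001% Triton X-100; 5.3 nM AmpC reagent; cpd preinc 15 min RT; nitrocefin (800 uM stock) to start; A480 q20 s × 4 min; Activity was normalised to no-enzyme and no-compound control wells.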
Sm TGR inh – inhibitors of Schistosoma mansoni thioredoxin glutathione reductase. Q962Y6. purified TGR, DTNB reduction, TNB absorbance 405 nm. Potency, µM (doses to about 114 µM), for the others: top-dose activity change, negative = inhibition, actives largely listed as inhibitors. 360,000 compounds, 3% hits. AID 485364; further: potency means the concentration at half of the fitted maximal effect; nearly all actives have a fitted effect of over 60% in size
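First, TGR (20 nM dispensed) and NADPH were mixed with compound. Second, a 15 min room-temperature incubation followed. Third, further NADPH and then DTNB were added to start the reaction. Finally, TNB absorbance was monitored kinetically.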
AmpC detergent – AmpC beta-lactamase inhibition with detergent present | AID 485294 | 370,000 compounds, 0.041% hits | P00811 | AmpC hydrolysis of nitrocefin, absorbance 480 nm, 0.01% Triton | Potency, µM (highest dose often 114 µM), inactives show at the top dose activity change, negative = inhibition, usual class: inhibitors;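 further: potency means the concentration at half of the fitted maximal effect; 0% = no-compound wells and -100% = no-enzyme wells; nearly all actives have a fitted effect of over 25% in size; some results filed as inactive show a strong effect at the top dose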
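20 mM phosphate pH 7.0 + 0.01% (detergent screen) or 0.0001% Triton X-100; 5.3 nM AmpC reagent; cpd preinc 15 min RT; nitrocefin (800 uM stock) to start; A480 q20 s × 4 min; Activity was normalised to no-enzyme and no-compound control wells.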
HCV inhibitor – HCV inhibition; Huh7.5.1 HCVcc-Cre infection, luciferase reporter, 44 h; Potency, µM (doses to about 41.8 µM), inactives show top-dose activity change, negative = inhibition, actives largely listed as inhibitors; 340,000 compounds, 3.4% hits; further: potency means the concentration at half of the fitted maximal effect
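Infectious HCV cell culture screen: compound-treated cells (1,000/well, pre-plated 4 h) are infected with HCVcc-Cre at roughly 0.5 moi and grown 44 h. Infection is quantified by luciferase signal after 15 min substrate incubation at room temperature.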
FBPA Giardia inh – inhibitors of Giardia lamblia fructose-1,6-bisphosphate aldolase; purified Giardia FBPA; Potency, µM (series often up to 59.6 µM), without a hit: top-dose activity, negative = inhibition, usual class: inhibitors; 290,000 compounds, 0.71% hits; AID 2451; further: potency means the concentration at half of the fitted maximal effect; nearly all actives have a fitted effect of over 55% in size
Target sequence (A8B2U2 whole entry, looked up): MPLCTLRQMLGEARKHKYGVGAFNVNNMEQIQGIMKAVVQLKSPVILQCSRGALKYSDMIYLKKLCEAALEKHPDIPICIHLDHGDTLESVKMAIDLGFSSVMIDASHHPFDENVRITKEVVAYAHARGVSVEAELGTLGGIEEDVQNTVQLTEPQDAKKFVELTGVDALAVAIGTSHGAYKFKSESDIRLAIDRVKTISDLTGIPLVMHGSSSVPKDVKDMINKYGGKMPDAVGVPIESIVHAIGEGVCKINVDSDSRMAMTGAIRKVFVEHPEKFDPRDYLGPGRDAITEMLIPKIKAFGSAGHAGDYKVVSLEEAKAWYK
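40 nM FBPA preincubated 10 min at RT with compound (up to 57.5 uM final), then substrate plus GAPDH/TPI/NAD/arsenate coupling and diaphorase/resazurin added. Fluorescence read after 20 min at RT, 525/598 nm.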
The depositor's hits bear a star; ? = inconclusive; / = not tested or not shown; & = joins results of further samples; [ ] = dose if it differs, or a comment. Unless noted, the call rests on the fitted dose curve; in most records, active means well fitted curve in the direction sought with a large enough effect; inconclusive means small, poorly fitted or top-dose-only effect, or another doubt; inactive means no such curve, though single readings can be large; an effect the other way counts as inactive or inconclusive. Unless noted, on the % scale 0 is the no-effect control and ±100 the full control effect. Rows are unselected (roughly 9.9% active in at least one column).

SMILES | HCMV antiviral | AmpC no deterg | Sm TGR inh | AmpC detergent | HCV inhibitor | FBPA Giardia inh
CN(Cc1ccccc1)C(=O)CSc1cc(=O)n(C)c2ccccc12 | 68 | 46% | 2% | 0% | 2% | -8%
Cc1noc(C)c1C(=O)OCC(=O)/C=C1\N(C)c2ccccc2C1(C)C | -12 | -1% | 10% | 2% | ? | 2%
O=C(c1ccccc1)N(Cc1ccco1)Cc1cccs1 | 13 | / | -3% | -4% | / | /
C[C@H](CO)N1C[C@H](C)[C@@H](CN(C)C(=O)NC2CCCCC2)Oc2c(NS(=O)(=O)c3cn(C)cn3)cccc2C1=O | ? | 18% | / | / | 5% | /
CSc1nc2c(sc3ccccc32)c(=O)n1Cc1ccc(C)cc1 | 17 | / | 4% | 5% | / | /
CCOc1ccc(C2C(=O)N(C3CCCCCC3)CC(=O)N2CCC2=CCCCC2)cc1OC (configuration not stated) | ? | / | -5% | -1% | / | /
Cn1c(=O)oc2cc(S(=O)(=O)N3CCC(C(=O)Nc4ccc(OC(F)(F)F)cc4)CC3)ccc21 | ? | -5% | 6% | -6% | 14%&7% | 8%
CC1C(c2ccccc2)N(C)C(c2ccccc2)CC1(O)c1ccccc1 (configuration not stated) | -39 | -2% | 12% | 1% | 19% | 13%
O=C(Nc1cc(Cl)ccc1N1CCOCC1)c1ccco1 | -35 | 11% | -17% | -3% | ? | /
COc1ccc(CNC(=O)c2cc(C3CC3)nc3c2cnn3C(C)C)cc1 | 23 | -8% | -4% | ? | 2.2µM* | /
CCCCNC(=O)c1sc(=S)n(-c2ccccc2OC)c1N | -17 | 2% | -1% | 5% | -16% | -13%
c1nc(COc2nsnc2N2CCOCC2)cs1 | 69 | 21% | 10% | -14% | 19% | 8%[12.9 µM]
NC(=O)c1ccc(NC(=O)COC(=O)c2ccc([N+](=O)[O-])cc2)cc1 | -23 | 58% | 8% | -9% | 11% | -2%
CCOC(=O)NC(=O)COC(=O)CNC(=O)c1cccc(OC)c1 | -10 | -8% | / | -4% | 14% | 3%
CCNc1ccc(C(=O)OCC(=O)Nc2cc(C)on2)cc1[N+](=O)[O-] | -21 | -18% | -1% | 0% | -21% | /
COc1ccc(OC)c(CNC(=O)CCN2C(=O)COc3ccccc32)c1 | 2 | -6% | -2% | 2% | -4% | 9%
CC1CCCN(C(=S)NCc2ccccc2)C1 (configuration not stated) | -17 | -16% | -2% | -3% | 7% | 1%
O=C(c1ccsc1)N1CCCC(N2CCN(c3cccc(Cl)c3)CC2)C1 (configuration not stated) | -28 | 65%[activator] | -7% | -4% | ? | /
CCSc1nnc(-c2ccc(Cl)cc2Cl)o1 | 27 | -4% | 6%[11.4 µM] | 1% | 13% | 2%
COC(=O)c1[nH]c2ccccc2c1NC(=O)CN1CC(C)OC(C)C1 (configuration not stated) | 23 | -2% | 2% | -13% | -26% | 9%
COc1ccccc1NC(=O)c1sc2ncn(Cc3cccc(C)c3)c(=O)c2c1C | -102* | ? | -1% | -1% | 6% | 2%
Cc1ccc(CN2CC(C(=O)N3CCN(S(=O)(=O)c4cccc(F)c4)CC3)CC2=O)cc1 (configuration not stated) | -17 | 147%[activator] | -20% | -17% | 3% | /
COc1ccc(-c2onc(C)c2-c2ccc3c(c2)OCCO3)c(O)c1 | -26 | -42% | 0% | -2% | -17% | -4%
COc1ccccc1CNC(=O)CSc1nc2nc(C)cc(C)n2n1 | 38 | -6% | 10% | ? | -10% | /
COc1ccccc1N(CC(=O)NC1CCCC1)C(=O)c1cnn(C(C)C)c1 | -2 | -9% | -5% | -6% | 6% | 5%
CCOc1ccc(CN2CCCN(C)CC2)cc1 | 28 | -9% | -2% | -5% | 2% | ?
COc1ccc(OC(=O)COc2cccc(C)c2)cc1 | -13 | -19% | -25% | 1% | 11% | 0%
O=C(COc1ccc(S(=O)(=O)NCc2ccccc2)cc1Cl)NCc1ccncc1 | 17 | 15% | -8% | -2% | 5% | -27%
COc1ccc(N(C(=O)COc2c(C)cccc2C)S(=O)(=O)c2ccc(Cl)cc2)cc1 | -10 | / | 0% | 15% | / | /
COc1cc(OC)c(C(=O)OC(C)C(=O)Nc2cc(C(F)(F)F)ccc2Cl)cc1OC (configuration not stated) | ? | 114%[activator] | -6% | -12% | ? | -9%
CC(=O)c1cccc(NC(=O)COC(=O)Cc2ccc(Cl)cc2)c1 | 7 | 62%[activator] | -20% | ? | 14% | /
COc1ccc(C(=O)NCc2cccnc2)cc1OC | 49 | 4% | 0% | -8% | / | -9%
CCCCn1nnnc1NCc1ccc(N2CCCC2)cc1 | 13 | 25% | ? | -6% | -21% | -19%
Cc1n(CC(O)COCc2ccccc2)c2ccccc2[n+]1C (configuration not stated) | 26 | -6% | -3% | -18% | 14% | -1%
COc1ccccc1C(=O)NCCC(=O)NCC1CCCCC1 | 2 | -9% | / | / | 4% | /
COc1cc([N+](=O)[O-])c2nccnc2c1 | -27 | -13% | 2% | 5% | 17% | 0%
Cc1ccc(/C=C/c2onc(C)c2S(=O)(=O)N2CCC(C(=O)NC(C)(C)C)CC2)cc1 | -30 | -3% | -36% | ? | -15% | -9%
CCNC(=S)N(Cc1c(C)noc1C)c1ccccc1 | 38 | 0% | -4% | -10% | -1% | 0%
CCOc1ccc(C2C=C(c3cccc(OC)c3)Nc3nnnn32)cc1 (configuration not stated) | -10 | / | -1% | -3% | / | /
Cc1nnc(SCC(=O)Nc2cc(C(C)(C)C)nn2-c2ccccc2)s1 | ? | -9% | 5% | -12% | 8% | 0%
O=C(/C=C(/c1ccc(Cl)cc1)n1cncn1)c1ccccc1 | 17 | 11% | -24% | 1% | 21% | 4%
Cc1sc2c(c1C)c(=O)n(-c1ccc(Cl)cc1)c(=O)n2Cc1c(F)cccc1Cl | 4 | / | -1% | 2% | / | /
Cc1cccc(OCc2nc(-c3cccnc3)no2)c1 | -30 | -19% | -13% | -8% | ? | 6%
CCOc1ccc(-c2csc3ncn(-c4ccc(OC)cc4)c(=O)c23)cc1 | 6 | 14% | ? | 6% | -53% | 6%
Cc1ccc(C)c(N2CCN(C(=O)c3ccc4nc(N5CCOCC5)sc4c3)CC2)c1 | -26 | 148%[activator] | -25% | -1% | -20% | /
CCCCOCCCNC(=O)Cc1cccs1 | 15 | -20% | -5% | -13% | 0% | -4%
COc1cc2cc(C(c3nnnn3C3CCCC3)N3CCc4ccccc43)c(=O)[nH]c2cc1OC (configuration not stated) | 5 | 127%[activator] | ? | -19% | -18% | -13%
C/C(=N\O)C(C)(C)Nc1cccc(F)c1 | 21 | -14% | -3% | -7% | 10% | -10%
O=C(O)CCN1CC2([N+](=O)[O-])C=CC(=O)C([N+](=O)[O-])(C1)C2CC(=O)c1ccccc1 (configuration not stated) | ? | -18% | 18µM* | -3% | 7% | ?
Cc1ccc(-c2nc3n(n2)C(=O)CC(c2ccc(Cl)cc2)S3)cc1 (configuration not stated) | 11 | / | 0% | 1% | / | /
COc1cc([N+](=O)[O-])ccc1NC(=O)CSc1ccccn1 | / | 0% | 2% | 2% | / | -7%
CCCCCSc1cc(OC)c(CCN(C)C)cc1OC | -37 | 75%[activator] | 1% | 8% | ? | 9%
COCc1nc2ccccc2n1Cc1ccc(C(C)(C)C)cc1 | 19 | / | ? | 2% | / | /
CN(C)CCN1C(=O)c2ccccc2C1=O | -16 | -21% | 0% | -3% | 25% | /
O=C(COC(=O)/C=C/c1cccc(Br)c1)NCc1cccs1 | -5 | -47% | / | / | 11% | /
CC(C)(C)c1ccccc1N=Cc1ccc2ccccc2n1 | -27 | -23% | 14% | -9% | 10% | 0%
Fc1ccc(N2CCN(Cc3cnc(Cl)s3)CC2)cc1 | -9 | -9% | / | 3% | 4% | 2%
Cc1ccc(C)c(NC(=O)C(CC(=O)O)C2CCCO2)c1 (configuration not stated) | 10 | -7% | 8% | -9% | 9% | -1%
O=C(NS(=O)(=O)Oc1cccc(Cl)c1Cl)OC[C@@H]1CCCN2CCCCC12 (some centres not stated) | 5 | -5% | -9% | ? | 5% | 2%
NC(=O)c1ccsc1NC(=O)c1ccc(S(=O)(=O)N2CCCC2)cc1 | 5 | -28% | 8% | 6% | ? | 0%

Two records drawn at random from the list so far, as already listed:
SMILES | HCMV antiviral | AmpC no deterg | Sm TGR inh | AmpC detergent | HCV inhibitor | FBPA Giardia inh
CCCCCSc1cc(OC)c(CCN(C)C)cc1OC | -37 | 75%[activator] | 1% | 8% | ? | 9%
COc1cc([N+](=O)[O-])ccc1NC(=O)CSc1ccccn1 | / | 0% | 2% | 2% | / | -7%

Remaining list, next part
SMILES | HCMV antiviral | AmpC no deterg | Sm TGR inh | AmpC detergent | HCV inhibitor | FBPA Giardia inh
Cc1ccccc1-c1nc2sc3c(c2c(=O)o1)CCC3 | -22 | -11% | 1% | ? | 23% | 0%
Cc1ccnc(NC(=O)COc2ccccc2[N+](=O)[O-])c1 | 44 | -16% | -1% | 3% | / | 3%
Cc1ccc2c(CN3CCOCC3)cc(=O)oc2c1 | -3 | -5% | -4% | -8% | 10% | 5%
CCOC(=O)c1c(C)[nH]c(C)c1C(=O)COC(=O)C1CC(=O)N(CCc2ccccc2)C1 (configuration not stated) | -15 | 47% | / | / | -10% | /
C=CCCC(=O)N1CCC(n2nccc2NC(=O)c2ccccc2C)CC1 | -5 | -11% | 1% | 1% | -4% | /
CC1CCCC(C)N1C(=O)COC(=O)c1c[nH]c2ccccc12 (configuration not stated) | -16 | -1% | 3% | 0% | 8% | /
COCCn1c(-c2cc(OC)c(OC)c(OC)c2)nc2nc3ccccc3nc21 | / | 13% | 19% | -14% | 5% | -5%
O=C(NCc1nnc2n1CCCCC2)c1ccc(Cl)cc1Cl | -10 | -53% | 8% | -14% | 5% | 3%
Cc1cc2cc3c(=O)[nH]c(=O)[nH]c3nc2cc1C | 32 | -20% | 6% | 4% | / | -1%
CCOc1ccccc1NC(=O)c1c(NC(=O)c2cccc(C)c2)sc2c1CCC2 | 4 | / | 0% | 15% | / | /
CCOc1ccc(N2CC(C(=O)NC3CCCC3)CC2=O)cc1 (configuration not stated) | 20 | -5% | -2% | -14% | 1% | 1%
O=S(=O)(NC(=NCc1ccccc1)c1ccccc1)c1ccc(Br)cc1 | ? | -9% | 5% | 0% | -2% | 2%
CCCN(CCC)C(=O)Cn1c(SCc2cccc(F)c2)nc2cccnc21 | -22 | / | 1% | -3% | / | /
CCOc1ccc2nc(NC(=O)c3cc(=O)c4ccc(C)cc4o3)sc2c1 | 11 | / | 9% | -5% | / | /

As a working copy, 2 of the compounds above.
SMILES | HCMV antiviral | AmpC no deterg | Sm TGR inh | AmpC detergent | HCV inhibitor | FBPA Giardia inh
Cc1cc2cc3c(=O)[nH]c(=O)[nH]c3nc2cc1C | 32 | -20% | 6% | 4% | / | -1%
CCOc1ccccc1NC(=O)c1c(NC(=O)c2cccc(C)c2)sc2c1CCC2 | 4 | / | 0% | 15% | / | /
